# Screens (PubChem BioAssay)
# PTEN del growth – growth suppression of PTEN-null HCT116, primary screen, cell-based, CellTiter-Glo; HCT116 PTEN-null viability, 60 h; active compounds read low; viability, % at 10 µM; 1.2% of 140,000 active; AID 827, 2007;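 active = viability at or below a set limit, 4 SD under the median of all tested compounds, cut at about 3.7% in these data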;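 note: PTEN knockout HCT116 line with beta catenin targeted HCT116 as companion control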
# Measles CPE – compounds protecting cells from measles virus cytopathic effect, primary screen, measles RdRp inhibitor project, single point, MLSMR library, absorbance; Measles virus-infected cells, CPE protection; protection (pct of control), % at 4 µM; 1.5% of 140,000 active; in the data active = protection mostly above about 24%, no sharp cut-off; inactive = mostly below about 26%; note: some compounds called inactive have numbers as strong as hits
# Phagocyt inh – inhibitors of macrophage phagocytosis, primary screen, imaging, J774A.1 cells, IgG beads; inhibition, % at 5 µM; 0.07% of 110,000 active; J774A.1 macrophage IgG-bead phagocytosis;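 active = inhibition above the mean of the plate negative controls plus 5 SD, cut at about 13% in these data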;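 note: phagocytic index as fraction of beads internalized from green versus red external bead signal; plate controls were DMSO negative control for no effect and cytochalasin-D positive control for full effect; some results beyond the cut were filed as inactive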
# MRP1 act – H69AR viability gain despite doxorubicin, primary screen, MRP-1 activator project, H69AR cells, CellTiter-Glo | 0.61% of 140,000 active | viability rescue | viability increase, % at 10 µM;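 active = viability gain under doxorubicin at or above a set limit, the compound median plus 3 SD, cut at about 4.7% in these data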;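 note: MRP-1 overexpressing cells given doxorubicin 25 µM after compound pretreatment; 18-22 h compound pretreatment then 72 h with doxorubicin before readout; 0% = doxorubicin-only wells and 100% = vehicle-treated cells without doxorubicin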
# GALR2 blocker – GALR2 antagonists in receptor-expressing cells, primary screen. inhibition, % at 4 µM. AID 828, 2007. 0.39% of 140,000 active. Galanin receptor type 2 (Homo sapiens), O43603. antagonist mode; in the data active = inhibition above about 27%;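 note: cells stimulated with galanin 1-16 at roughly its EC80; 0% = agonist challenge control and 100% = basal control without agonist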
# Target sequence (O43603 whole entry, looked up): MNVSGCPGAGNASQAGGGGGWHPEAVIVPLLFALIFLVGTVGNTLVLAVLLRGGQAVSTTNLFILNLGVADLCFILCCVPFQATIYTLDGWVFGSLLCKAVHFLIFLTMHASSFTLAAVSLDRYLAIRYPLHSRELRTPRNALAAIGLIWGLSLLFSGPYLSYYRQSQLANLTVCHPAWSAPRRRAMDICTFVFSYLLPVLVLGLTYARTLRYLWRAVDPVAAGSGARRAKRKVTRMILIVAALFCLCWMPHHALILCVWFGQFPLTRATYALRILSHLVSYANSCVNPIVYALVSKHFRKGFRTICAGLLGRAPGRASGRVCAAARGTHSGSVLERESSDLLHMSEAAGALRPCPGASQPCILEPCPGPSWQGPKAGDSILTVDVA
# Yeast life ext – compounds extending yeast replicative lifespan, primary screen, S. cerevisiae, OD615; S. cerevisiae growth with nicotinamide; deaD strain in restrictive glucose medium; AID 775, 2007; 0.68% of 130,000 active; inhibition of the nicotinamide effect, % at 10 µM;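 active = inhibition above a set limit, placed 3 SD over the median of all compounds, cut at about 26% in these data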;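 note: 0% = nicotinamide-treated wells and 100% = cells grown without nicotinamide; some compounds called inactive have numbers as strong as hits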
#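 System: Modified budding yeast, DeaD strain | Buffer or medium: Restrictive glucose medium | Also added: 1.5 mM nicotinamide | Doses: 10 µM single point, 0.25% DMSO | Schedule: 48 h compound exposure at 30 °C, humidified | Detection: Absorbance at 615 nm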
# E-sel TNF inh – E-selectin induction blockers in HUVEC – imaging, immunofluorescence, high content, primary screen; HUVEC TNFa-induced E-selectin immunofluorescence; inhibition, % at 2 µM; 0.71% of 120,000 active;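 active = inhibition above the batch mean plus 3 SD, and confirmed as a hit on visual image review, cut at about 43% in these data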;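 note: 0% = TNF-stimulated DMSO wells and 100% = unstimulated control wells; not every result past the cut was called active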
# Yeast growth inh – growth inhibitors of yeast BB579 in restrictive medium, primary screen, yeast lifespan-shortening project, S. cerevisiae. OD615, 48 h. inhibition, % at 10 µM. 0.51% of 140,000 active. AID 804, 2007;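 active = inhibition above a set limit, 3 SD over the mean compound inhibition, cut at about 44% in these data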; note: inactives centre near -24
#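 Test system: S. cerevisiae DeaD strain BB579 yeast; Medium: restrictive CSMM-D medium; Compound: one dose, 10 µM compound with 0.25% DMSO; Incubation: 4 h cell preincubation, 48 h compound exposure, 30 °C humidified; Signal: OD at 615 nm; Benchmarks: amphotericin B at 10 µg/mL as positive control.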
# NPY-Y2 antag – NPY-Y2 receptor antagonists, primary screen, cell-based | Neuropeptide Y receptor type 2 (Homo sapiens), P49146 | NPY-Y2 expressing cells, antagonist mode | inhibition, % at 2.7 µM | 0.99% of 140,000 active; in the data active = inhibition above about 17%;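 note: 0% = vehicle with agonist challenge and 100% = reference antagonist with challenge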
# Target sequence (P49146 whole entry, looked up): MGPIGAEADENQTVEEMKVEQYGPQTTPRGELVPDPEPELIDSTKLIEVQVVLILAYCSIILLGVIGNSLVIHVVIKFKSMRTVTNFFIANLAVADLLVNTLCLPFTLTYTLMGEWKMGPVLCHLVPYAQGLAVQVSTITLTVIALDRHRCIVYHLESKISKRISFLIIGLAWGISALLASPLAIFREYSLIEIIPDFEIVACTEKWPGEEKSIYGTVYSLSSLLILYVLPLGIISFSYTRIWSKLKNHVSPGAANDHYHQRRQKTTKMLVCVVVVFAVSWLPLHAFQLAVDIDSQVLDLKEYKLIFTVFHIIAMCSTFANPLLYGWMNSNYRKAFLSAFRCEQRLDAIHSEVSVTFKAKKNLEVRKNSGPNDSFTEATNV
# HCT116 bCat-KO – primary screen for growth suppressors in beta-catenin knockout HCT116 cells (colon tumor, human). viability, % at 10 µM. HCT116 beta-catenin knockout viability, CellTiter-Glo, 60 h; active compounds read low. AID 818, 2007. 1.5% of 140,000 active;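 active = viability at or under a set limit, the compound median less 4 SD, cut at about 6% in these data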;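 note: 0% = Hyamine 1622 control at 20 µM and 100% = untreated cell control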
# * marks the source's active call; other numbers are inactive results; x = no result given.
SMILES,PTEN del growth,Measles CPE,Phagocyt inh,MRP1 act,GALR2 blocker,Yeast life ext,E-sel TNF inh,Yeast growth inh,NPY-Y2 antag,HCT116 bCat-KO
Cc1noc(C(=O)N2CCN(c3ccc(F)cc3)CC2)c1Cl,102,11,x,-2.3,7,-4,-42,-35,13,92
Cc1ccc(CNC(=O)C2CCCN(S(C)(=O)=O)C2)cc1 (stereo not given),101,10,0,1.3,0,28,-9,-84,0,93
CC1(C(=O)NC2CCCCCCC2)CCC(=O)N1Cc1cccnc1 (stereo not given),98,30,-1,-0.6,-6,19,x,-32,1,102
CC(C)OCCCn1c(=S)[nH]c2ccc(N3CCOCC3)cc2c1=O,79,34,1,0.1,22,-17,-36,-28,0,79
O=C(CSc1nnc(-c2ccccc2)o1)Nc1ccccc1F,25,0,1,-1.3,-15,-11,-14,-39,3,20
CCOC(=O)c1c(C)nc2c(c1-c1ccccc1)C(=O)c1ccccc1-2,86,6,3,-2.4,1,-17,-11,-40,5,98
CC(C)(OC1OC(CO)C(O)C(O)C1O)[C@H]1Oc2ccc3ccc(=O)oc3c2[C@H]1O (stereo not given in full),100,3,x,-1.2,8,6,x,-54,1,97
CCn1cc(C(=O)NCc2ccc3c(c2)OCO3)c(=O)c2cc(S(=O)(=O)N(C)C)ccc21,81,4,-2,1.9,0,-2,-20,-8,1,75
COc1ccc(CCNC(=O)C2CCN(S(=O)(=O)N3CCCCCC3)CC2)cc1OC,90,3,0,-3.0,-12,-22,-67,-12,2,101
CCCC(=O)O[C@H]1C[C@@H](C)N(C(=O)c2ccccc2)c2ccc(C)cc21,80,5,-1,-2.9,2,-6,3,-51,10,74
Cc1ccc(OCCCC(=O)Nc2ccccc2C(F)(F)F)cc1,98,4,x,-0.3,0,-6,27,-15,4,96
Cc1ccc(NC(=O)c2cnn(C)c2)cc1[N+](=O)[O-],106,4,-6,0.2,10,-6,-2,-56,3,96
Cc1ccccc1N(CC(=O)NC1CCCC1)C(=O)c1oc(C(C)(C)C)cc1C,74,31,-1,-1.2,-5,-16,5,-8,10,72
Cc1sc2nc(CN3CCOCC3)nc(NS(=O)(=O)c3ccc4c(c3)OCCO4)c2c1C,91,10,0,-1.5,0,-5,-50,-8,0,101
CCOc1ccc(NC(=O)/C(=C\c2ccc(OC(C)=O)c(OC)c2)NC(C)=O)cc1,91,14,-13,-2.6,-1,4,x,-31,2,101
O=C(CCOc1ccccc1)Nc1ccc(S(=O)(=O)N2CCCC2)cc1,92,20,1,-0.4,0,-14,1,8,-4,91
COC(=O)Cn1c(=N)n(CCN2CCCCC2)c2ccccc21,99,5,-1,-2.3,7,-1,x,-19,4,100
COc1ccc2c(c1)c(=O)c(C(=O)c1ccc(C)cc1)cn2CC(=O)Nc1ccc(F)cc1,55,5,x,-1.1,1,0,-7,-30,-1,52
Cc1ccc(S(=O)(=O)Nc2ccc(=O)n(Cc3ccc(Cl)c(Cl)c3)c2)cc1,82,5,x,-3.2,-13,-7,20,-34,1,86
COC(=O)c1ccc2c(=O)n(CCCCCC(=O)N3CCN(c4ccccc4)CC3)c(=O)[nH]c2c1,20,4,0,-1.8,2,-4,x,-17,-1,24
C=CCn1c(NCc2ccc(N(C)C)cc2)nc2ccccc21,73,5,1,-3.0,14,-16,-2,16,6,95
O=C(CCSc1ccccc1)Nc1ccccc1C(=O)N1CCCC1,88,23,-7,-0.5,-2,-3,x,0,3,91
COc1ccc(CCn2c(-c3ccco3)nc3nc4ccccc4nc32)cc1,70,4,2,-4.4,-4,-26,9,-45,6,70
CCOC(=O)c1c(NC(=O)CN2C(=O)NC3(CCCCC3)C2=O)sc(C)c1-c1ccc(C)cc1,61,20,-1,-1.5,-8,0,x,-17,0,55
O=C(Nc1ccc2oc(-c3ccc(F)cc3)nc2c1)c1ccccc1F,102,5,3,2.2,2,-7,-3,-39,4,110
Cc1c(NC(=O)Cn2[nH]c(=O)c3ccccc3c2=O)c(=O)n(-c2ccccc2)n1C,95,10,-3,-3.4,1,-14,4,-6,-3,95
O=C(NCc1ccccc1)C1CCN(S(=O)(=O)c2cc([N+](=O)[O-])ccc2Cl)CC1,68,15,-7,-3.3,5,-3,x,-28,1,62
O=C(COc1ccccc1)Nc1ccc2c(c1)Cc1cc(NC(=O)COc3ccccc3)ccc1-2,96,3,-8,-2.2,7,4,-24,-26,4,92
Oc1ccccc1C=NC1=NN(c2cccc(C(F)(F)F)c2)CC1,79,8,x,2.7,-4,x,12,-21,3,83
O=C(COC(=O)c1ccc(Cl)c(S(=O)(=O)N2CCN(c3ccc(F)cc3)CC2)c1)Nc1cccc(Cl)c1,104,5,-4,0.8,5,2,6,-17,0,93
COC(=O)CSc1nc2ccccc2o1,89,43*,x,-3.2,2,-26,-30,-26,7,97
O=C(Cn1cnc2ccccc2c1=O)N1CCOCC1,105,5,-2,0.1,-4,0,-5,-50,-1,102
CC(C)CN=c1cc(-c2ccccc2)oc2ccc(Cl)cc12,14,14,x,1.1,-13,-20,-5,-8,4,15
CC1CCN(S(=O)(=O)c2ccc(Oc3ccc([N+](=O)[O-])cc3)cc2)CC1,41,7,x,-2.4,-2,8,30,-49,7,45
Cc1nc2sc(-c3ccccc3)nn2c(=O)c1Br,80,10,x,-1.3,17,-1,2,-6,7,74
COC(=O)c1c(/N=C/N(C)C)sc2c1CCN(c1ncc(C(F)(F)F)cc1Cl)C2,76,10,3,-3.1,-6,-4,-2,-6,2,80
O=C(NC1CCS(=O)(=O)C1)c1ccc(-c2ccc(Br)cc2)o1 (stereo not given),69,20,0,-1.6,1,-14,5,-50,1,79
Cn1ccnc1SCC(=O)Nc1sccc1C#N,97,1,x,-0.5,-4,-13,x,-46,6,106
CCCn1c(SCC(=O)Nc2nccs2)nnc1-c1cccnc1,98,11,0,-1.1,-9,-1,-9,-55,1,102
COc1nc(NCCC2=CCCCC2)nc(OC)n1,88,20,-1,2.2,2,-8,x,16,0,86
NC1=NC(=Nc2ccccc2)c2ccccc21,79,3,-1,0.3,4,-11,-10,-42,0,65
O=C(CCCOc1ccc(Cl)cc1)N1CCCCCC1,76,15,3,0.2,-9,-13,15,-1,7,73
Cc1cc(N2C(=O)C3C4C=CC(C4)C3C2=O)ccc1NC(=O)c1cccs1 (stereo not given),109,19,-6,-0.4,13,5,x,-3,0,90
O=C(O)C1CC=CCC1C(=O)Nc1ccc2c(c1)OCCO2 (stereo not given),101,34,x,-2.6,5,x,8,-1,1,97
O=C(O)C1C2C=CC(C2)C1C(=O)NCc1ccc2c(c1)OCO2 (stereo not given),94,2,0,-0.5,13,x,-7,-13,2,97
Fc1ccc(Cn2nnnc2C(c2cccs2)N2CCCCCC2)cc1 (stereo not given),73,19,5,-1.7,2,-13,1,-61,16,73
O=C(/C=C/c1ccco1)Nc1ccccc1N1CCOCC1,81,6,-3,-4.4,-10,-7,8,-43,2,92
S=c1[nH]nc(-c2ccncc2)n1Cc1ccccc1,99,2,-1,-2.5,-1,-7,x,3,-1,105
CC(NC(=O)Cn1c(=O)oc2cc(S(=O)(=O)N3CCCC3)ccc21)c1ccccc1 (stereo not given),78,11,0,-0.7,-4,-9,x,-50,2,102
O=C(Nc1ccc(Cl)cc1)OCc1ccccn1,84,6,x,-3.7,0,x,-14,-34,2,71
O=[N+]([O-])c1ccc(Cl)c(S(=O)(=O)NCC2CCCO2)c1 (stereo not given),98,20,-11,-3.6,-3,1,16,-13,3,91
Cc1cc(NC(=O)CN2CCCCCCC2)no1,104,3,0,0.1,-11,-5,-14,-22,-1,99
COc1ccc(C2C(C(=O)C(C)(C)C)=C(O)C(=O)N2Cc2ccccc2)cc1 (stereo not given),98,7,-7,-1.1,-11,24,36,-33,2,84
O=C(CN(C(=O)CCC(=O)Nc1nccs1)c1cccc(F)c1)NCC1CCCO1 (stereo not given),105,0,-1,-2.1,-10,-4,-15,-31,1,99
CCCCOc1ccccc1C(=O)NCCCCCC(=O)O,94,15,0,0.8,7,-6,-11,-5,0,98
CN(Cc1ccccc1)C1CC(=O)N(c2ccc(C(=O)O)cc2)C1=O (stereo not given),97,6,-5,-2.0,-4,-4,x,-31,0,102

# Entries listed so far that bear a hit mark in Measles CPE.
molecule,Measles CPE,Phagocyt inh,GALR2 blocker,Yeast life ext,E-sel TNF inh,NPY-Y2 antag
COC(=O)CSc1nc2ccccc2o1,43*,x,2,-26,-30,7

# Structural class: those above with a Cl atom
SMILES,PTEN del growth,Measles CPE,Phagocyt inh,MRP1 act,GALR2 blocker,Yeast life ext,E-sel TNF inh,Yeast growth inh,NPY-Y2 antag,HCT116 bCat-KO
Cc1noc(C(=O)N2CCN(c3ccc(F)cc3)CC2)c1Cl,102,11,x,-2.3,7,-4,-42,-35,13,92
Cc1ccc(S(=O)(=O)Nc2ccc(=O)n(Cc3ccc(Cl)c(Cl)c3)c2)cc1,82,5,x,-3.2,-13,-7,20,-34,1,86
O=C(NCc1ccccc1)C1CCN(S(=O)(=O)c2cc([N+](=O)[O-])ccc2Cl)CC1,68,15,-7,-3.3,5,-3,x,-28,1,62
O=C(COC(=O)c1ccc(Cl)c(S(=O)(=O)N2CCN(c3ccc(F)cc3)CC2)c1)Nc1cccc(Cl)c1,104,5,-4,0.8,5,2,6,-17,0,93
CC(C)CN=c1cc(-c2ccccc2)oc2ccc(Cl)cc12,14,14,x,1.1,-13,-20,-5,-8,4,15
COC(=O)c1c(/N=C/N(C)C)sc2c1CCN(c1ncc(C(F)(F)F)cc1Cl)C2,76,10,3,-3.1,-6,-4,-2,-6,2,80
O=C(CCCOc1ccc(Cl)cc1)N1CCCCCC1,76,15,3,0.2,-9,-13,15,-1,7,73
O=C(Nc1ccc(Cl)cc1)OCc1ccccn1,84,6,x,-3.7,0,x,-14,-34,2,71
O=[N+]([O-])c1ccc(Cl)c(S(=O)(=O)NCC2CCCO2)c1 (stereo not given),98,20,-11,-3.6,-3,1,16,-13,3,91
